High-throughput results (PubChem BioAssay)
GalR3 antag – GalR3 antagonists in HEK293 cells, primary screen, cell-based, fluorescence readout. HEK293 GalR3-CNG cAMP membrane potential fluorescence; galR3 body fused to GalR1 C-terminus. inhibition, % at 3 µM. 0.44% of 360,000 active. AID 651719, 2012;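 active = inhibition above the screen-wide average plus 3 SD, cut at about 13% in these data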;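 note: forskolin and galanin both at EC90 stimulate the cells; cAMP rise reported by CNG channel membrane potential dye signal; 0% = forskolin plus galanin with DMSO and 100% = forskolin alone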
Target sequence (O60755 1-299 limits assumed): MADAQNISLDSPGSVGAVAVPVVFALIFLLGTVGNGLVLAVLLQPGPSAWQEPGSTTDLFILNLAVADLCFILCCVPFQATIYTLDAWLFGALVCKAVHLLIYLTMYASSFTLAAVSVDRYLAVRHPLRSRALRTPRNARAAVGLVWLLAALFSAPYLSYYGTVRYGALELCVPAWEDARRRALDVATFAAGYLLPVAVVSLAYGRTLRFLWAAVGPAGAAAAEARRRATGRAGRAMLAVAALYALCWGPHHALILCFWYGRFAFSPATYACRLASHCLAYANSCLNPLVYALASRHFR
Active calls of the source: *.

SMILES | GalR3 antag
COc1ccc(C(=O)C(=O)N2CCC(Cc3ccccc3)CC2)cc1OC | -6
COc1ccc2nc(N3C(=O)C(O)=C(C(=O)c4ccco4)C3c3ccco3)sc2c1 (stereo unspecified) | -7
COc1ccccc1N(CC(=O)Nc1c(C)n(C)n(-c2ccccc2)c1=O)S(=O)(=O)c1ccccc1 | -7
Nc1nc(N)c2cc([N+](=O)[O-])ccc2n1 | -6
CCCCN1C(=O)C(CC(=O)NCCc2ccccn2)CC(C(=O)N(CC)CC)=C1C (stereo unspecified) | -8
COc1ccc(C(=O)N2CCCCC2c2cc(C(=O)Nc3ccc(F)c(Cl)c3)no2)cc1 (stereo unspecified) | -5
CCc1nc2ccc(C(=O)NCCCN3CCCC3=O)cn2c1N(CCC(C)C)CCN(C)C | -4
COc1ccccc1-c1cnc(C(O)c2cccc(CN3CCCCC3)c2)[nH]1 (stereo unspecified) | -5
Cc1ccc(N(Cc2ccccc2)C(=O)CSC(C)C(=O)Nc2cc(C)on2)cc1 (stereo unspecified) | -8
COc1ccc(S(=O)(=O)N2CCC(C(=O)NN3CCCCC3)CC2)cc1 | -5
Cc1cn([C@H]2C[C@H](O)[C@@H](CNC(=O)c3ccccn3)O2)c(=O)[nH]c1=O | -3
CN(CCc1ccccc1)C(=O)c1cccc(NC(=O)Cc2cccc(NC(=O)C3CCN(C(=O)C4CCC4)CC3)c2)c1 | -1
CC(=O)c1ccc(N2CCN(C(=O)c3ccc4c(=O)[nH]c5c(C(=O)NC6CCCC6)sc(=S)n5c4c3)CC2)cc1 | -2
CC(=O)Nc1cccc(-c2nc3ccccc3n2C(C(=O)NC(C)(C)C)C2CC2)c1 (stereo unspecified) | -4
CN(C)S(=O)(=O)c1ccc(NC(=O)COc2cccc3c2OC(C)(C)C3)cc1 | -6
CN1OC[C@@H]2CN(Cc3ccc4c(c3)OCO4)[C@H](c3ccc(N4CCCCC4)cc3)C[C@@H]21 | -10
CCc1cccc(CC)c1NC(=O)C(CC)Sc1nc2ccsc2c(=O)n1CCC(=O)O (stereo unspecified) | -5
O=S(=O)(CCNCc1ccco1)NCc1ccccc1 | -7
CCc1cccc(NC(=O)COC(=O)c2cc(=O)c3ccccc3o2)c1 | 3
C=CCC1(CC=C)CCCN1C(=O)C1CCC(=O)N(Cc2ccc(Cl)cc2)C1 (stereo unspecified) | -3
O=C(CC(CC(=O)c1ccccc1)c1ccncc1)c1ccccc1 | -4
CCOCCOC(=O)c1ccc(NC(=O)c2cc3ccccc3o2)cc1 | -2
O=C(NNC(=O)c1cc(S(=O)(=O)N2CCOCC2)ccc1Cl)c1ccc(F)cc1 | -4
CCCNC(=O)C1(C)CCCN(C(=O)c2ccc3snnc3c2)C1 (stereo unspecified) | -5
COc1ccc(C(C)(O)c2nc(-c3ccc(OC)c(OC)c3)cs2)cc1 (stereo unspecified) | -5
O=C1CCCN1c1ccc([N+](=O)[O-])cc1 | -6
NC(Cc1ccccc1)c1csc(Nc2ccc(C(=O)c3ccccc3)cc2)n1 (stereo unspecified) | -6
CCCCNC(=O)C1c2ccccc2OCC(=O)N1Cc1ccccn1 (stereo unspecified) | -5
O=C(O)c1cccc(NC(=O)c2ccccc2NC(=O)c2cccs2)c1 | -6
CN1CCCN(c2cc(-c3ccc4ccccc4c3)nc3ccnn23)CC1 | -3
O=C(NCC1CCCO1)c1cc(-c2ccncc2)nc2ccccc12 (stereo unspecified) | -2
Cc1cc2c(cc1C)-n1nnnc1C(N(C)Cc1ccccc1)C(=O)N2 (stereo unspecified) | -8
O=C1NC(c2ccccc2)Cc2ccncc21 (stereo unspecified) | -6
C[C@@H]1CN([C@@H](C)CO)C(=O)CCCn2cc(nn2)CO[C@H]1CN(C)C(=O)CCCN(C)C | 1
O=S(=O)(CCNCCc1ccccc1)NCc1ccccc1 | -8
COc1ccc(Cc2n[nH]c(=S)n2-c2cc(C)ccc2C)cc1OC | -9
N#Cc1ccccc1S(=O)(=O)N1CCN(C(=O)CCNS(=O)(=O)c2ccc(Cl)cc2)CC1 | -4
CCCCCCN1CCN(C2CN(Cc3ccc([N+](=O)[O-])cc3)S(=O)(=O)C2)CC1 (stereo unspecified) | -6
Cc1ccc(OC(=O)N(C)C[C@H]2OCc3cn(nn3)CCCC(=O)N([C@@H](C)CO)C[C@@H]2C)cc1 | -5
OC(COc1ccccc1)CN1CCCCC1 (stereo unspecified) | -8
Cc1ccccc1OCC(=O)OCC(=O)c1cc(C)n(C2CC2)c1C | -2
CC(=O)Nc1cccc(-c2ccnc3c2CC(C(=O)NCc2cccc(Cl)c2)O3)c1 (stereo unspecified) | -8
COc1ccc(NC(=O)Nc2nnc([C@H]3C[C@H](O)[C@@H](CO)O3)s2)cc1 | -7
CC12C=CC(=O)C=C1CCC1C2C(O)CC2(C)C1CCC2(O)C(=O)CO (stereo unspecified) | -2
CC1=CN(S(=O)(=O)c2ccc(C)cc2)C[C@@H]2c3ccccc3N(S(=O)(=O)c3ccc(C)cc3)[C@H]12 | -6
CCc1nc(N)nc(N)c1-c1ccc(Cl)c([N+](=O)[O-])c1 | -4
CC1(Oc2ccccc2)CCN(Cc2ccc(-c3ccccn3)cc2)C1 (stereo unspecified) | -3
O=C1CS(=O)(=O)N(Cc2ccccc2F)c2ccc(Br)cc21 | -5
COCCCN1C(=O)C(CC(=O)NC2CCCCC2)CC(C(=O)N2CCCCCC2)=C1C (stereo unspecified) | -8
Cc1ccc(NS(=O)(=O)N2CCCCC2)cc1 | -5
COc1ccc(C(O)c2ncc(-c3cccc(OC)c3)[nH]2)cc1 (stereo unspecified) | -4
Cc1ccc(C)c(N2CCN(C(=O)CCc3nc(-c4ccccc4F)no3)CC2)c1 | -6
CCCCCC(=O)N1C[C@H](n2cc(-c3ccc(F)cc3)nn2)[C@@H](O)C[C@@H]1c1ccc(Cl)cc1 | -8
CCN1C(=O)N[C@H]2C[C@H](C(=O)N3CCCC3)[C@H](C)[C@H](c3ccccc3)C[C@H]21 | -2
O=C(CCCN1CCC(C(O)c2ccc(F)cc2)CC1)c1ccc(F)cc1 (stereo unspecified) | -10
CC1(C)CC(=O)C2=C(C1)N(c1ccccc1)C(=O)C(C(=O)OCc1ccccc1)C2 (stereo unspecified) | -5
Cc1ccc(S(=O)(=O)N2C[C@@H]3[C@H]4CC[C@H](C4)[C@@H]3[C@@H](C)[C@@H]2C2CCCCC2=O)cc1 (stereo partly specified) | -8
CC(=O)c1ccc(Nc2nc(C(C)N)cs2)cc1 (stereo unspecified) | -6
O=C(c1cccs1)N1C[C@@H](O)[C@H](n2cc(C3CC3)nn2)C[C@@H]1c1ccc(Cl)cc1 | -8
COc1ccccc1N1CCN(S(=O)(=O)c2ccc([N+](=O)[O-])cc2)CC1 | -4

As a working copy, some entries already given:
SMILES | GalR3 antag
COc1ccc(C(=O)C(=O)N2CCC(Cc3ccccc3)CC2)cc1OC | -6
COc1ccc2nc(N3C(=O)C(O)=C(C(=O)c4ccco4)C3c3ccco3)sc2c1 (stereo unspecified) | -7
COc1ccccc1N(CC(=O)Nc1c(C)n(C)n(-c2ccccc2)c1=O)S(=O)(=O)c1ccccc1 | -7

Later entries.
SMILES | GalR3 antag
COc1cc(OC)cc(C(=O)NCC(=O)OCC(=O)Nc2ccc(C)c(S(=O)(=O)N3CCOCC3)c2)c1 | -3
O=C(NCC1CCCO1)c1cccc(S(=O)(=O)N2CCCCC2)c1 (stereo unspecified) | -4
CCN1C(=O)[C@@H]2[C@@H](c3ccc(-c4cc(C(C)=O)cs4)cc3)N3CCC[C@@]3(C(=O)OC)[C@@H]2C1=O | -4
CCC(c1nnnn1C1CCCC1)N1CCN(C/C=C/c2ccccc2)CC1 (stereo unspecified) | -5
COc1ccc(CC(=O)NNC(=O)c2cc(Cl)ccc2OC)cc1 | -3
Cc1noc(C)c1C(=O)N1CCC1(C)C(=O)NS(=O)(=O)c1ccc(Cl)cc1 (stereo unspecified) | -5
CC1(C(=O)Nc2cccc(Oc3ccccc3)c2)CCN1Cc1cccc2c1OCO2 (stereo unspecified) | -7
Cc1cc(Br)cn2c(CC(C)(C)C)c(-c3cccc(Cl)c3)nc12 | -4
CCCCNc1ccc2c(c1)OC[C@@H](C)NS2(=O)=O | -6
CCOc1ccc(Cl)cc1-c1cc(C(=O)NC2CCCCC2)[nH]n1 | 4
O=C(O)CCc1ccc(S(=O)(=O)Nc2cc(C(F)(F)F)ccc2N2CCCC2)cc1 | -2
COc1ccc(NC(=O)N(C)[C@H]2C[C@H]3c4[nH]c5ccc(-c6ccc(OC)cc6)cc5c4CCN3C[C@H]2[C@H](C)O)cc1 | -8
CCc1cc(C(=O)Nc2cc(S(=O)(=O)N3CCCCC3)ccc2N2CCN(C)CC2)sc1C | -6
CC(C)(C)OC(=O)NCc1ccc(CNC(=O)c2[nH]cnc2C(=O)Nc2ccccc2F)cc1 | -4
CCN(C(=O)CSc1nc2ccc(O)cc2c(=O)n1-c1ccc(OC)c(OC)c1)C1CCS(=O)(=O)C1 (stereo unspecified) | -2

3 entries picked at random from those above:
SMILES | GalR3 antag
COc1cc(OC)cc(C(=O)NCC(=O)OCC(=O)Nc2ccc(C)c(S(=O)(=O)N3CCOCC3)c2)c1 | -3
COc1ccc(CC(=O)NNC(=O)c2cc(Cl)ccc2OC)cc1 | -3
COc1ccc(NC(=O)N(C)[C@H]2C[C@H]3c4[nH]c5ccc(-c6ccc(OC)cc6)cc5c4CCN3C[C@H]2[C@H](C)O)cc1 | -8

(cont.)
SMILES | GalR3 antag
CCOC(=O)C1=CCC(c2cccs2)N(S(=O)(=O)c2ccc(C)cc2)C1 (stereo unspecified) | -7
CCOc1ccccc1-c1cnc(NC)cn1 | -5
CN(c1ccc(-c2csc(NC(=O)CCCc3nc4ccccc4c(=O)[nH]3)n2)cc1)S(C)(=O)=O | -3
COC(=O)c1ccc2nc(-c3ccc(C#N)cc3)c(Cc3cccc(Cl)c3)n2c1 | -2
O=C(O)CC(Sc1ccc(Cl)cc1)C(=O)Nc1ccccc1 (stereo unspecified) | -9
C[C@H]1CCCCO[C@H](CN(C)CC2CCCCC2)[C@@H](C)CN([C@@H](C)CO)C(=O)c2cc(NS(=O)(=O)c3ccccc3)ccc2O1 | -7
CC(=O)NC(c1cccc(F)c1)c1nc(-c2ccccc2)cs1 (stereo unspecified) | -2
CN(C(=O)CSc1nnc(C2CC2)n1C)C1CCCc2ccccc21 (stereo unspecified) | -2
CCOC(=O)N(C)[C@H]1C[C@H]2c3[nH]c4ccccc4c3CCN2C[C@H]1[C@H](C)O | -6
O=C(NCc1ccco1)c1ccc2nc([C@@H]3O[C@H](CO)[C@H](O)[C@H](O)[C@H]3O)[nH]c2c1 | -7
Cn1ccc(=O)c2cc([N+](=O)[O-])ccc21 | -3
O=C(COn1nnc2ccc(Cl)cc21)NC1CCS(=O)(=O)C1 (stereo unspecified) | -3
CCCC(C)(C)C(=O)N1CCC1(C)C(=O)NS(=O)(=O)c1cccc(Cl)c1 (stereo unspecified) | 1
CCN1C[C@@H]2[C@@H]3C(=O)N(C)C(=O)[C@@H]3[C@](Cc3ccccc3)(C(=O)OC)N2C1=NC1CCCCC1 | -12
CN(Cc1cnn(-c2ccccc2)c1)C(=O)c1ccc(S(=O)(=O)NCc2ccco2)cc1 | -6
O=C(O)c1ccccc1CC(CCc1ccccc1)C(=O)O (stereo unspecified) | -4
CC(C)OC1=CC(=O)OC(c2cccc(Cl)c2)C1 (stereo unspecified) | -9
CCOC1=C2[C@H](c3ccccc3)N(S(=O)(=O)c3ccc(C)cc3)C[C@H]2n2c(=O)n(-c3ccccc3)c(=O)n2C1 | -6
Cc1ccccc1S(=O)(=O)N(C)C[C@H]1OCc2cnnn2CCCC(=O)N([C@H](C)CO)C[C@@H]1C | -4
O=C(N[C@@H](CCC/[N+]([O-])=C/c1ccccc1)C(=O)O)OCc1ccccc1 | 7
COc1cc(OC)c(C(=O)OCC(=O)Nc2cccc(S(=O)(=O)NC3=NCCCCC3)c2)cc1OC | -6
CCOC(=O)C1=C[C@@H](CC)N(S(=O)(=O)c2ccc(C)cc2)[C@H]1c1cccs1 | -2
COC(=O)N(C)C[C@@H]1OCc2ccccc2-c2c(n(C)c3ccccc23)C(=O)N([C@H](C)CO)C[C@@H]1C | -4
CCCCN1C(=O)C(CC(=O)NCc2cccc3ccccc23)CC(C(=O)N(C(C)C)C(C)C)=C1C (stereo unspecified) | -7
CC1(C)CC2(OC2c2ccccc2)C(=O)c2ccccc21 (stereo unspecified) | -6
CCOC(=O)CNC(=O)C1(NC(=O)CNC(=O)OCc2ccccc2)CCCC1 | -5
COc1ccc(N2C[C@H](CSC)[C@@H](CC(=O)Nc3ccccc3)C2=O)cc1 | -2
CCOc1ccc(CCNC(=O)COC(=O)c2n[nH]c3ccccc23)cc1OCC | -2
Cc1ccccc1NC(=O)CN1CCN(c2ccc(F)cc2)CC1 | -2
C=CCOc1ccc(/C=C/C(=O)OCC(=O)N2CCN(S(=O)(=O)c3ccc(C)cc3C)CC2)cc1 | -2
O=C(Nc1ccc(OC(F)F)cc1)c1cc(S(=O)(=O)N2CCOCC2)ccc1N1CCCC1 | -5
CCCCNC(=O)C1c2ccccc2OCC(=O)N1CCOC (stereo unspecified) | -2

Structural class, the entries above containing a nitro group on carbon
SMILES | GalR3 antag
Nc1nc(N)c2cc([N+](=O)[O-])ccc2n1 | -6
O=C1CCCN1c1ccc([N+](=O)[O-])cc1 | -6
CCCCCCN1CCN(C2CN(Cc3ccc([N+](=O)[O-])cc3)S(=O)(=O)C2)CC1 (stereo unspecified) | -6
CCc1nc(N)nc(N)c1-c1ccc(Cl)c([N+](=O)[O-])c1 | -4
COc1ccccc1N1CCN(S(=O)(=O)c2ccc([N+](=O)[O-])cc2)CC1 | -4
Cn1ccc(=O)c2cc([N+](=O)[O-])ccc21 | -3

Only part of the results is shown; rates above refer to the full screens.
